NPYLR7 agonist = activates Aedes aegypti NPYLR7 receptor; activation, % at 10 µM; HEK293T NPYLR7/Galpha15, GCaMP6s calcium fluorescence; AID 1259423; hit rate 0.15% among 270,000; in the data active = activation above about 40%;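 note: 0% = vehicle and 100% = reference agonist at the receptor; some compounds past the cut are filed as inactive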
hcGAS lum = blocks human cGAS activity | AID 1259398 | inhibition, % at 12.5 µM | hit rate 0.081% among 290,000 | Q8N884 | recombinant h-cGAS, ATP depletion, Kinase-Glo luminescence;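 note: 0% = vehicle reaction and 100% = reaction without DNA for no activity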
Target sequence (Q8N884 whole entry, looked up): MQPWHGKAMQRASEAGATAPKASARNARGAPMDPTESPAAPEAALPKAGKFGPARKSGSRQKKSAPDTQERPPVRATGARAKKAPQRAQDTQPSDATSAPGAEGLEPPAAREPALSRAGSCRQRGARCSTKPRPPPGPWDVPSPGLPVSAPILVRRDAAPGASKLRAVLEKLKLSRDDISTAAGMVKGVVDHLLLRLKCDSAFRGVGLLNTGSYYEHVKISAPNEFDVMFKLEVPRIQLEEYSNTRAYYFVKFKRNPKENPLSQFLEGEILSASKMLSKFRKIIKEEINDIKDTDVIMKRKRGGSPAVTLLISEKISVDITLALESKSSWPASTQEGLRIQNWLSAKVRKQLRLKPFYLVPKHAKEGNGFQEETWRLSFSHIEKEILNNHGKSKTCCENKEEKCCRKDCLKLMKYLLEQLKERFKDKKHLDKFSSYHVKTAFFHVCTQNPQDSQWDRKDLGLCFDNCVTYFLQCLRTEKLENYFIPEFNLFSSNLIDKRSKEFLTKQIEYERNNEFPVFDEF
mcGAS inh = inhibitors of mouse cGAS. Q8C6L5. recombinant cGAS, Kinase-Glo ATP depletion luminescence. inhibition, % at 12.5 µM. hit rate 0.15% among 160,000;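 note: 0% = negative control wells and 100% = reference inhibitor with no enzyme activity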
* = called active by the depositor; · = no result given. Cut-off read from the data, not from the text of the source, unless noted: active = inhibition above about 40%; inactive = the rest.

SMILES | NPYLR7 agonist | hcGAS lum | mcGAS inh
Cc1cc(C)cc(COc2coc(CN3CCN(S(=O)(=O)c4ccccc4C(F)(F)F)CC3)cc2=O)c1 | -0.3 | -0.9 | -3.8
Cc1c(C(C)NCc2cnc(N3CCOCC3)s2)cnn1-c1ccccc1 (stereo not given) | -2.1 | -7.6 | ·
CN(CC1CCCN(CCc2ccc(Cl)cc2)C1)C(=O)c1ccc(=O)[nH]c1 (stereo not given) | 5.6 | 1.9 | ·
Cc1noc(C)c1CC(=O)N1CCCC(CC2CC2)(C(=O)O)C1 (stereo not given) | · | -12.3 | -6.1
CC(C)(C)c1ccc(C(=O)Nc2ccc(NC(=O)c3cc4ccccc4oc3=O)cc2)cc1 | -7.1 | -5.8 | -4.6
CCn1c(C2CCN(C(=O)c3nc4c(C)cccn4c3F)CC2)n[nH]c1=O | 3.3 | -2.1 | ·
Cc1ccc(Cl)c2sc(N(Cc3ccccn3)C(=O)Cc3ccc(S(C)(=O)=O)cc3)nc12 | 1.8 | -11.6 | ·
CCc1c(C#N)c(N)nc(SCC(=O)c2ccccc2)c1C#N | -3.4 | -4.1 | ·
CN(Cc1cccnc1)C(=O)c1ccc(CSc2ncccn2)o1 | -8.5 | 0.0 | ·
O=C(NCc1ccccc1)c1cc(C2COCCN2C(=O)c2ccccc2)on1 (stereo not given) | 15.2 | -4.8 | -6.0
CC(OC(=O)C12CC3CC(CC(O)(C3)C1)C2)C(N)=O (stereo not given) | 0.5 | 1.3 | -0.4
CCCCN(CC(=O)N(Cc1ccccc1)Cc1cccs1)S(=O)(=O)c1ccc(Cl)c([N+](=O)[O-])c1 | 34.5 | -2.5 | -5.9
CSc1nnc(-c2ccccc2)c(-c2ccccc2)n1 | 7.2 | -4.0 | ·
Cc1ccc(CN2CCC2(C)C(=O)NCc2ccccn2)cc1 (stereo not given) | 2.0 | -8.8 | ·
CC(NC(=O)C1CCN(S(=O)(=O)c2cccc(C(F)(F)F)c2)CC1)c1ccccn1 (stereo not given) | -1.2 | -4.6 | ·
N#CC1C(=N)SC(=N)C(C#N)C1c1ccc2c(c1)OCO2 (stereo not given) | 24.8 | 5.4 | ·
Oc1ccc(-c2ccc(Cn3ccnc3)cc2)cc1 | 1.3 | -6.2 | ·
COc1ccc(CN2C(=O)O[C@@H]3CN(C(=O)c4ccc[nH]4)C[C@@H]32)cc1OC | 1.9 | -0.4 | ·
O=S(=O)(NCC1(N2CCOCC2)CCCCC1)c1ccc2c(c1)OCCO2 | -2.2 | -3.0 | ·
O=C(NC1CC1)C1CCCN(C2CCN(c3cc(C4CC4)ncn3)CC2)C1 (stereo not given) | 24.7 | -9.2 | ·
CN=c1scc(-c2ccc(F)cc2)n1N=Cc1cccc(C(F)(F)F)c1 | 6.9 | -0.8 | ·
CCNC(=S)N(CCN(C)C)Cc1c(-c2ccccc2)noc1N1CCCC1 | 6.0 | -4.2 | -3.7
CC(C)c1ccc(NC(=O)CCN2CCN(CC3CCCO3)CC2)cc1 (stereo not given) | -2.5 | -5.7 | ·
O=C(CON=C1c2ccccc2-c2ccccc21)NCC12CC3CC(CC(C3)C1)C2 | 0.9 | -7.8 | -15.9
c1ccc(-n2nc(SCC3COc4ccccc4O3)nc2C2CC2)cc1 (stereo not given) | 1.3 | 6.4 | -0.4

Later entries.
SMILES | NPYLR7 agonist | hcGAS lum | mcGAS inh
O=C1NCCc2c1sc1ccc(C(=O)N3CC[C@H](CO)[C@H](O)C3)cc21 | 1.9 | -4.9 | ·
O=S(=O)(c1ccc(Br)s1)N1CCCC1c1ccc2c(c1)OCCO2 (stereo not given) | 4.5 | -4.6 | ·
Clc1n[nH]c(C2CCCO2)n1 (stereo not given) | -3.8 | -2.9 | ·
CCC(C)C(NC(=O)OC(C)(C)C)C(=O)NCc1ccco1 (stereo not given) | -3.7 | -1.5 | ·
O=C1NCCN1S(=O)(=O)c1ccc(Cl)cc1 | -4.7 | -7.2 | ·
CCc1ocnc1C(=O)N1CCC(N2CCCC(C(=O)N3CCCC3)C2)CC1 (stereo not given) | -5.6 | -6.5 | ·
C=c1nc(C)c(-c2nnco2)cc1=C1NN=CO1 | 9.4 | -1.6 | ·
COc1ccc(OC)c(S(=O)(=O)N2CCC(Cc3ccc(-c4ccccc4)cc3)CC2)c1 | 3.5 | 4.6 | 1.4
COC(=O)Cn1c(=NC(=O)c2nc3ccccc3s2)sc2cc(S(N)(=O)=O)ccc21 | 2.9 | -6.3 | ·
O=C(Nc1cccc(NS(=O)(=O)c2cccc3nsnc23)c1)C1CC1 | 6.9 | -4.1 | ·
COc1ccccc1N(CCC(N)=O)C(=O)C(c1ccc(Cl)cc1)C(C)C (stereo not given) | 13.1 | -6.5 | -15.2
O=C(CN(CCCN1CCOCC1)S(=O)(=O)c1ccc(Br)cc1)N(Cc1ccc2c(c1)OCO2)Cc1ccco1 | -8.9 | -20.5 | -5.9
COc1cc(C)ccc1N(CCCN1C(=O)c2cccc3cccc(c23)C1=O)C(=O)c1cc(C)cc(C)c1 | -3.3 | 1.0 | ·
COC(=O)c1sccc1NC(=O)CSc1ccc([N+](=O)[O-])cc1 | -0.7 | -5.5 | ·
O=C(NCc1cccnc1)Nc1ccc(F)cc1F | 5.0 | -8.4 | ·
CCC(=O)N1CCC1(C)C(=O)Nc1ccc(OC)c(OC)c1 (stereo not given) | 5.7 | -13.8 | -8.8
CC(C)(C)c1ccc(CC(=O)N2CCC2(C)C(=O)Nc2ccc3[nH]ncc3c2)cc1 (stereo not given) | 6.1 | -4.3 | ·
O=C(NCCn1ncc2c(=O)n(Cc3ccccc3)cnc21)c1ccc(C(F)(F)F)cc1 | -4.4 | -5.1 | -9.4
CCCc1ccc(S(=O)(=O)N2CCN(c3ncccn3)CC2)cc1 | 13.2 | -4.8 | ·
CCC(C(=O)NCc1ccco1)n1c(=O)n(-c2cccc(C(F)(F)F)c2)c(=O)c2ccccc21 (stereo not given) | 4.9 | 1.8 | -5.1
Cc1cn(CC(=O)N2CCCC(Nc3ccc(C(C)C)cc3)C2)c(=O)[nH]c1=O (stereo not given) | 3.0 | -4.4 | ·
COc1cc(C(=O)N2CCC(c3n[nH]c(=O)n3-c3ccccc3)CC2)ccn1 | 1.1 | 0.0 | ·
Cc1noc(C)c1C(=O)NCc1cccnc1N(C)Cc1ccccc1 | -10.2 | 2.6 | ·
CC1(C(=O)NS(=O)(=O)c2ccc(Cl)s2)CCN1C(=O)Cc1cc(F)ccc1F (stereo not given) | 7.2 | -5.7 | ·
COc1ccc(-c2[nH]c3ccc(F)cc3c2CCC(=O)N2CCOCC2)cc1 | 10.1 | -14.5 | ·

Next part.
SMILES | NPYLR7 agonist | hcGAS lum | mcGAS inh
COc1ccc(F)c(-c2cc(NCCO)nc(N)n2)c1 | 12.2 | -5.7 | ·
Cc1nc(CN(C)C(=O)C2CCC(=O)N(CCCc3ccccc3)C2)cs1 (stereo not given) | 2.6 | -7.9 | ·
CCc1cc(N2CCN(Cc3ccccc3)CC2)nc(SCc2cccc(C(=O)Nc3ccc(F)cc3)c2)n1 | 2.5 | -2.2 | -3.8
CC1=C(C(=O)OC(C)C(C)(C)C)C(c2ccc(Cl)cc2)NC(=O)N1 (stereo not given) | -3.3 | -2.8 | -5.6
CC(C)c1noc(CCNC(=O)C2(c3ccccc3F)CC2)n1 | -2.4 | -2.7 | -16.2
C=CCN(Cc1cccs1)C(=O)Cn1cnc2sc(C)c(C)c2c1=O | -7.9 | -2.4 | 0.0
Cc1ccc(-c2cnc(C3CCCCN3C(=O)C3CCCO3)[nH]2)cc1 (stereo not given) | 2.0 | -14.4 | ·
COc1ccc(C(=O)N(C)C(C)c2sc(C)nc2C)c(OC)c1 (stereo not given) | 15.1 | -8.6 | -16.7
CS(=O)(=O)C1CSCCN1C(=O)c1cccc(Cl)c1 (stereo not given) | 5.5 | -1.9 | -9.1
CC(C)CCn1c(O)c(N=Nc2nc3ccccc3s2)c2ccccc21 | 14.1 | -9.7 | ·
N#Cc1c(=O)c2nc(N3CCOCC3)ncc2n2c(=O)c3ccccc3[nH]c12 | 5.4 | 27.7 | 7.8
C1CCN([C@H]2COC[C@@H]2NC2CCC3(CCNCC3)CC2)CC1 | 1.4 | -3.0 | ·
Cc1ccc(OC(C)C(=O)N2CCc3c(sc4ncnc(N)c34)C2)cc1 (stereo not given) | 0.3 | -4.8 | -2.9
C=CCOC(=O)C1=C(C)N(C)C(=O)NC1c1ccc(Cl)cc1 (stereo not given) | 0.8 | -3.0 | -4.1
Cc1ccc(C)c(C(=O)NC(CN2CCCC2=O)c2ccccc2)c1 (stereo not given) | 3.8 | -3.4 | ·
C=CCn1nnc(NC(=O)c2cc3ccccc3c(Br)c2OC)n1 | -0.9 | -8.1 | ·
COCCN1N=C(c2ccc(F)cc2)Cn2c1nc1c2c(=O)n(CCOC)c(=O)n1C | 8.5 | -1.8 | -8.0
CC(C)(C)c1nnnn1Cc1nn(-c2ccccc2)c2c1CCC2 | -1.7 | -5.9 | ·
CC(=Nc1ccccc1N)c1c(C)cc(=O)n(O)c1O | 3.4 | -3.8 | ·
CCCN(Cc1ncccc1C(=O)O)Cc1nccn1C | 25.9 | -2.2 | ·
CN1CC2(CCCN(C(=O)c3cc(=O)[nH]c4ccc(F)cc34)CC2)OC1=O (stereo not given) | 13.6 | -6.5 | ·
CCNC(=O)NC(Cc1ccccc1)C(=O)Nc1nnc(-c2cccc(Cl)c2)s1 (stereo not given) | -10.6 | -0.5 | 0.6
CCc1cnc2c(c1SCC(=O)Nc1cccc3ccccc13)c(=O)n(C)c(=O)n2C | 4.3 | -12.0 | -10.2
O=C(NC1CCN(C2CC2)CC1)c1cccc(S(=O)(=O)Nc2cccc(Cl)c2)c1 | -3.4 | -5.3 | ·
CNc1nc2cnc(Nc3ccc(C(=O)N(C)C)cc3)cc2n1-c1ccccc1 | 11.5 | -5.7 | -7.8

Further entries follow.
SMILES | NPYLR7 agonist | hcGAS lum | mcGAS inh
CN(Cc1sc2ccccc2c1Cl)c1ncnc2c1CCNC2 | 2.8 | -2.5 | ·
COc1cccc(NC(=S)N2CC(=O)N3CCc4c(F)cccc4C3C2)c1 (stereo not given) | 1.8 | -4.7 | -7.5
Cc1cccc(CS(=O)Cc2csc(C3CCCC3)n2)c1 (stereo not given) | -1.0 | -8.5 | ·
CCS(=O)(=O)Oc1ccc(CN(CCOC)C(=O)c2ccccc2F)cc1 | · | -7.8 | -10.7
COc1cccc(C(C2Sc3ncnn3C2=O)N2CCN(CCO)CC2)c1 (stereo not given) | 0.7 | -3.1 | -7.3
C=CCn1nnc(NC(=O)C(C)(C)Oc2ccc(Cl)cc2)n1 | 0.1 | -5.5 | ·
O=C(CCc1ccco1)NC1CCCN(c2ccccc2)C1=O (stereo not given) | 1.5 | -13.3 | ·
COc1ccccc1-c1nn(-c2ccccc2C)c(OC(C)=O)c1-c1ccc(NC(=O)c2ccc(C(F)(F)F)cc2)cc1 | -12.3 | 5.3 | -0.1
CC1(C(=O)NCc2ccc(C(F)(F)F)cc2)CCN1CCc1ccccc1 (stereo not given) | 8.6 | -10.7 | ·
C=CCc1ccc(OCCCCn2cnc3ccccc32)c(OC)c1 | -7.1 | -5.2 | ·
Cc1oc2c3c(ccc2c(=O)c1-c1ccc2c(c1)OCO2)OCCO3 | -4.8 | -1.6 | ·
CCCc1cc2c(=O)c(-c3ccc4c(c3)OCCCO4)coc2cc1OC | -1.8 | -8.5 | -7.2
COC1CCCC(OC(=O)CC2CC3CCC2C3)C1 (stereo not given) | -2.0 | -4.3 | ·
COc1ccc(NC(=O)CN2CCC3CCCCC3C2)cc1Cl (stereo not given) | 7.4 | -5.7 | -5.0
CCC1=NOC(CN2CCC(O)(c3ccc(C)cn3)CC2)C1 (stereo not given) | 4.1 | -11.0 | ·
COc1ccccc1NC(=O)N1CCCC1c1ccc2c(c1)OCCCO2 (stereo not given) | 7.1 | -11.8 | ·
COc1c(Cl)cc(C(=O)NCC(c2cccc(F)c2)N(C)C)cc1Cl (stereo not given) | 2.7 | -4.7 | -10.5
Cc1nn(C)c(C)c1CN(C(=O)CCN(C)S(C)(=O)=O)C(C)C | -6.0 | -1.3 | ·
CCOc1ccc(-n2c(SCc3ccccc3)nc3c(c2=O)SCC3)cc1 | -1.0 | -3.8 | -7.1
Cc1cc2nc(Nc3nc4ccccc4c(=O)[nH]3)nc(C)c2cc1C | 0.0 | 0.1 | ·

Ordered by formula weight (ascending): 12 of the compounds above.
SMILES | NPYLR7 agonist | hcGAS lum | mcGAS inh
COC1CCCC(OC(=O)CC2CC3CCC2C3)C1 (stereo not given) | -2.0 | -4.3 | ·
CCC1=NOC(CN2CCC(O)(c3ccc(C)cn3)CC2)C1 (stereo not given) | 4.1 | -11.0 | ·
O=C(CCc1ccco1)NC1CCCN(c2ccccc2)C1=O (stereo not given) | 1.5 | -13.3 | ·
Cc1cccc(CS(=O)Cc2csc(C3CCCC3)n2)c1 (stereo not given) | -1.0 | -8.5 | ·
C=CCn1nnc(NC(=O)C(C)(C)Oc2ccc(Cl)cc2)n1 | 0.1 | -5.5 | ·
C=CCc1ccc(OCCCCn2cnc3ccccc32)c(OC)c1 | -7.1 | -5.2 | ·
Cc1nn(C)c(C)c1CN(C(=O)CCN(C)S(C)(=O)=O)C(C)C | -6.0 | -1.3 | ·
CCCc1cc2c(=O)c(-c3ccc4c(c3)OCCCO4)coc2cc1OC | -1.8 | -8.5 | -7.2
CC1(C(=O)NCc2ccc(C(F)(F)F)cc2)CCN1CCc1ccccc1 (stereo not given) | 8.6 | -10.7 | ·
CCS(=O)(=O)Oc1ccc(CN(CCOC)C(=O)c2ccccc2F)cc1 | · | -7.8 | -10.7
CCOc1ccc(-n2c(SCc3ccccc3)nc3c(c2=O)SCC3)cc1 | -1.0 | -3.8 | -7.1
COc1ccccc1-c1nn(-c2ccccc2C)c(OC(C)=O)c1-c1ccc(NC(=O)c2ccc(C(F)(F)F)cc2)cc1 | -12.3 | 5.3 | -0.1

Single values from the results shown:
NPYLR7 agonist with COc1ccccc1NC(=O)N1CCCC1c1ccc2c(c1)OCCCO2 (stereo not given) : 7.1
mcGAS inh with COc1cccc(C(C2Sc3ncnn3C2=O)N2CCN(CCO)CC2)c1 (stereo not given) : -7.3
